dFosB activator: activators of delta FosB homodimer, primary screen, biochemical, fluorescence polarization, TAMRA-CDK5 oligo, single point. actives 0.99% (n = 340,000). AID 493131, 2011. purified delta FosB; percent of positive-control signal above neutral wells. activation, % at 25 µM. Protein FosB (Mus musculus), P13346;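 active = mean activation above about 17%, with every replicate also reaching it, limit read from the data, passing the limit was not always enough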;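 note: fluorescence polarization rise as delta FosB binds a TAMRA Cdk5 AP-1 oligo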
LANA DNA inh: inhibitors of KSHV C-LANA binding to DNA, primary screen, biochemical, fluorescence polarization, FAM-LBS DNA, MBP-C-LANA, single point; inhibition, % at 9 µM; actives 0.078% (n = 340,000); AID 504423, 2011;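 active = highest replicate inhibition at or above 60% at 9 µM, even if other replicates fall short; inactive = all replicates below 60% inhibition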;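 note: 0% = neutral control wells and 100% = 4 µM acridine orange control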
NSD2 HMT inh: NSD2 histone methyltransferase inhibitors, primary screen, biochemical, AlphaScreen, single concentration, set 2 | NSD2 peptide methylation, 120 min | inhibition, % at 12.5 µM | actives 0.54% (n = 310,000) | Histone-lysine N-methyltransferase NSD2 (Homo sapiens), O96028 | AID 743445, 2014; in the data active = inhibition above about 50%
CDK5 inh: inhibitors of human CDK5/p35 kinase, primary screen, biochemical, single concentration; Cyclin-dependent kinase 5 (Homo sapiens) + Cyclin-dependent kinase 5 activator 1 (Homo …; Recombinant CDK5/p35, ADP-Glo luminescence, 60 min; inhibition, % at 10 µM; actives 0.01% (n = 330,000); AID 488839, 2010;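 active = highest replicate inhibition of at least 50% and at least 75% of replicates reaching 50%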;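 note: plate controls were DMSO neutral control for no effect and GW8510 at 10 µM for full effect; many of its hits are not listed in these tables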
Target sequence (Q00535 whole entry, looked up): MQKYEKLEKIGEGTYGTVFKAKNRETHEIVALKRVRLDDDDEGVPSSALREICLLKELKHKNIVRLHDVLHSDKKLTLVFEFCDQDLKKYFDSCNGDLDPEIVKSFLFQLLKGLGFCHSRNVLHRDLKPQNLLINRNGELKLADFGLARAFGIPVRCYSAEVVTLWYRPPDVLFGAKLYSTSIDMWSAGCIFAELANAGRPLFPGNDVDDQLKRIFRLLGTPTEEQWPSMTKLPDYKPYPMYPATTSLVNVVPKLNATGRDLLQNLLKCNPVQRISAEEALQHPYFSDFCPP
Target sequence (Q15078 whole entry, looked up): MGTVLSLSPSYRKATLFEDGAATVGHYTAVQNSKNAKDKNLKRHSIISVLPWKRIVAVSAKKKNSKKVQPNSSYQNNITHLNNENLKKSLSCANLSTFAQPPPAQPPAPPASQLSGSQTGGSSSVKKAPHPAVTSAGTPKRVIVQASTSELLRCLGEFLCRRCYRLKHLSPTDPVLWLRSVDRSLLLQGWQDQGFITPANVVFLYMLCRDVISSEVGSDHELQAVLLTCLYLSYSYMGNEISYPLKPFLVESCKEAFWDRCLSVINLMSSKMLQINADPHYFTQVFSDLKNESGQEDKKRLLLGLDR
cardiac RTF act: cardiac RTF calcium sensitivity activators, primary screen, biochemical, IANBD-TnC fluorescence, EC20 calcium; Troponin I, cardiac muscle (Homo sapiens) + Troponin T, cardiac muscle (Homo sapiens) + …; IANBD-labeled TnC RTF fluorescence at EC20 calcium; 0% EC20 calcium, 100% full calcium; activation, % at 7.2 µM; actives 0.24% (n = 340,000);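 active = activation above the mean over all tested compounds plus 3 SD, cut at about 30% in these data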;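 note: rise in fluorescence read as greater calcium sensitivity of cardiac thin filaments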
PvdQ acylase: P. aeruginosa PvdQ acylase inhibitors, primary screen, biochemical, fluorescence, plate reader and imaging, single point. PvdQ acylase [Pseudomonas aeruginosa LESB58]. purified PvdQ acylase. actives 0.063% (n = 340,000). AID 488965, 2010. inhibition, % at 10 µM; in the data active = inhibition above about 30%, passing the limit was not always enough;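 note: 0% = vehicle neutral wells and 100% = reference inhibitor wells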
PfHsp90 set2: growth inhibition of PfHsp90-expressing yeast, primary screen, antimalarial PfHsp90 inhibitor project, S. cerevisiae, BacTiter-Glo luminescence, single point, set 2 | inhibition, % at 9.4 µM | BacTiter-Glo ATP, 48 h; yeast lacking PDR1 and PDR3 efflux regulators | actives 0.32% (n = 310,000) | AID 504621, 2011;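 active = every replicate shows inhibition above about 80%, whatever the replicate mean, limit read from the data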;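 note: 0% = DMSO neutral controls and 100% = 20 µM radicicol positive controls; yeast relying on Plasmodium falciparum Hsp90 in place of its own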
Rtt109 HAT inh: inhibitors of C. albicans Rtt109/Vps75 HAT, primary screen, biochemical, ThioGlo CoA-SH fluorescence, plate reader | Histone acetyltransferase RTT109 (Candida albicans (strain SC5314 / ATCC MYA-2876)), … | inhibition, % at 34.9 µM | purified Rtt109/Vps75, 4 h | actives 0.16% (n = 330,000);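 active = inhibition of at least 50% in every replicate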
RTF Ca sens inh: cardiac RTF calcium sensitivity inhibitors, primary screen, biochemical, IANBD-TnC fluorescence, EC70 calcium; Troponin I, cardiac muscle (Homo sapiens) + Troponin T, cardiac muscle (Homo sapiens) + …; IANBD-labeled cardiac RTF, Ca2+ fluorescence; inhibition, % at 7.15 µM; actives 0.12% (n = 340,000); AID 493244, 2011;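 active = inhibition above the mean inhibition of all tested compounds plus 3 SD, cut at about 17% in these data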;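 note: assay run at fixed EC70 calcium of 1.6 mM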
Keap1 Nrf2 FP: Keap1-Nrf2 protein-protein interaction inhibitors, primary screen, biochemical, fluorescence polarization, single point; Keap1 Kelch-Nrf2 peptide fluorescence polarization, 1536-well; inhibition, % at 9.4 µM; actives 0.15% (n = 340,000); Kelch-like ECH-associated protein 1 (Homo sapiens), Q14145; in the data active = inhibition above about 12%;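 note: human Keap1 Kelch domain with fluorescein labeled Nrf2 9mer peptide probe; 0% = neutral control wells and 100% = peptide positive control; higher means more block of Keap1 binding to Nrf2 peptide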
Mot1-301 SUMO: yeast Mot1-301 growth rescue at high temperature, primary screen, SUMOylation pathway inhibitor project, S. cerevisiae, ATP luminescence, 38.5C. AID 2716, 2010. S. cerevisiae Mot1-301 growth rescue; percent above DMSO median, 100 means doubled. growth rescue, % at 18.8 µM. actives 1% (n = 320,000);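 active = every valid replicate shows activation above 250% relative to neutral control wells; inactive = the rest, any valid replicate at or below 250%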;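 note: OY570 slx delta 5 strain wells were the positive control but not used for scaling; some compounds called inactive have numbers as strong as hits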
Starred values were filed as active, the others as inactive; x = not tested or not shown. Compounds as they come; any-hit rate near 3.2%.

A first look, 3 compounds:
SMILES | dFosB activator | LANA DNA inh | NSD2 HMT inh | CDK5 inh | cardiac RTF act | PvdQ acylase | PfHsp90 set2 | Rtt109 HAT inh | RTF Ca sens inh | Keap1 Nrf2 FP | Mot1-301 SUMO
COc1ccc(-n2nc(C(=O)NCC(=O)NCC3COc4ccccc4O3)c3ccccc3c2=O)cc1 (configuration not stated) | -8.8 | -0.7 | x | 3.6 | 7.1 | 4.4 | 5.3 | -24.3 | -14.1 | 0.2 | -6.9
C=C1CCN([C@@H](CC(C)C)C(=O)O)S(=O)(=O)c2ccccc21 | 9.4 | -0.7 | x | -1.7 | -1.4 | -5.6 | x | -1.9 | 2.6 | 1.1 | 147.6
CC1CC(C)CN(C(=O)c2ccc3ncsc3c2)C1 (configuration not stated) | -4.9 | -2.7 | 10.9 | -1.6 | 2.9 | 11.9 | -1.8 | 7.8 | -5.8 | 5.8 | 62.2

Main list (from the top)
SMILES | dFosB activator | LANA DNA inh | NSD2 HMT inh | CDK5 inh | cardiac RTF act | PvdQ acylase | PfHsp90 set2 | Rtt109 HAT inh | RTF Ca sens inh | Keap1 Nrf2 FP | Mot1-301 SUMO
COc1ccc(-n2nc(C(=O)NCC(=O)NCC3COc4ccccc4O3)c3ccccc3c2=O)cc1 (configuration not stated) | -8.8 | -0.7 | x | 3.6 | 7.1 | 4.4 | 5.3 | -24.3 | -14.1 | 0.2 | -6.9
C=C1CCN([C@@H](CC(C)C)C(=O)O)S(=O)(=O)c2ccccc21 | 9.4 | -0.7 | x | -1.7 | -1.4 | -5.6 | x | -1.9 | 2.6 | 1.1 | 147.6
CC1CC(C)CN(C(=O)c2ccc3ncsc3c2)C1 (configuration not stated) | -4.9 | -2.7 | 10.9 | -1.6 | 2.9 | 11.9 | -1.8 | 7.8 | -5.8 | 5.8 | 62.2
CCC(C)Nc1nc2c(c(=O)n(C)c(=O)n2C)n1Cc1ccc(Cl)cc1 (configuration not stated) | -6.7 | 1.1 | x | 0.0 | -1.8 | -17.4 | -1.4 | -4.8 | -9.7 | 2.3 | 11.8
COC(=O)C(C)Sc1nc2c(c(=O)n(C)c(=O)n2C)n1Cc1cccc(C)c1 (configuration not stated) | 2.3 | -0.6 | -2.2 | 1.2 | 2.1 | -17.6 | 5.2 | 1.5 | -16.5 | -1.7 | x
O=C(NCC1CCCO1)c1nc(Cn2ccc([N+](=O)[O-])n2)no1 (configuration not stated) | -4.6 | -0.1 | -6.9 | 0.3 | -3.4 | -12.6 | 2.8 | 3.2 | 6.3 | -3.1 | -10.3
O=C(CN1CCN(c2nc(-c3ccc(F)cc3)cs2)CC1)NCc1ccc2c(c1)OCO2 | -7.7 | -0.8 | 3.8 | 0.3 | 9.7 | -13.4 | x | -4.9 | -8.4 | -6.1 | 46.5
CCOc1ccc(S(=O)(=O)N(CC(=O)NC2CCCC2)c2ccc(F)cc2)cc1 | -7.1 | -2.5 | -0.2 | -4.4 | -3.4 | 2.5 | -13.5 | 2.8 | 1.6 | 3.7 | 8.5
O=c1c(-c2ccccc2)c(-c2ccccc2)oc2cc(O)cc(O)c12 | -39.0 | 5.5 | 10.3 | 1.2 | -5.0 | 3.1 | 123.4* | 15.9 | 5.0 | -2.1 | -7.4
CC(=O)NCCC1CCN(C(=O)c2cc(COc3ccc(C)nc3)on2)CC1 | -0.3 | -1.1 | -2.5 | 1.3 | -4.9 | -2.9 | 14.9 | -12.1 | -5.6 | 1.1 | 213.3

Quoted from the listing:
Under dFosB activator, `O=c1c(-c2ccccc2)c(-c2ccccc2)oc2cc(O)cc(O)c12` is entered as -39.0
Under CDK5 inh, `O=C(CN1CCN(c2nc(-c3ccc(F)cc3)cs2)CC1)NCc1ccc2c(c1)OCO2` is entered as 0.3
Under Rtt109 HAT inh, `CC(=O)NCCC1CCN(C(=O)c2cc(COc3ccc(C)nc3)on2)CC1` is entered as -12.1
Under PfHsp90 set2, `CCC(C)Nc1nc2c(c(=O)n(C)c(=O)n2C)n1Cc1ccc(Cl)cc1` (configuration not stated) is entered as -1.4

Two entries from above, as a markdown table.
| Structure | dFosB activator | LANA DNA inh | NSD2 HMT inh | CDK5 inh | cardiac RTF act | PvdQ acylase | PfHsp90 set2 | Rtt109 HAT inh | RTF Ca sens inh | Keap1 Nrf2 FP | Mot1-301 SUMO |
| --- | --- | --- | --- | --- | --- | --- | --- | --- | --- | --- | --- |
| O=C(CN1CCN(c2nc(-c3ccc(F)cc3)cs2)CC1)NCc1ccc2c(c1)OCO2 | -7.7 | -0.8 | 3.8 | 0.3 | 9.7 | -13.4 | x | -4.9 | -8.4 | -6.1 | 46.5 |
| CCOc1ccc(S(=O)(=O)N(CC(=O)NC2CCCC2)c2ccc(F)cc2)cc1 | -7.1 | -2.5 | -0.2 | -4.4 | -3.4 | 2.5 | -13.5 | 2.8 | 1.6 | 3.7 | 8.5 |

(more compounds)
SMILES | dFosB activator | LANA DNA inh | NSD2 HMT inh | CDK5 inh | cardiac RTF act | PvdQ acylase | PfHsp90 set2 | Rtt109 HAT inh | RTF Ca sens inh | Keap1 Nrf2 FP | Mot1-301 SUMO
Cc1cc(-c2ccc(S(=O)(=O)NCc3ccc(F)cc3)cc2)on1 | 3.1 | -0.3 | -1.8 | 0.8 | -1.3 | -2.0 | 10.8 | -11.8 | 1.6 | 0.0 | 118.4
CC1CCN(S(=O)(=O)c2ccc(NC(=O)CN3CCCCCC3)cc2)CC1 | -2.1 | -0.1 | 3.0 | -2.5 | -0.2 | -21.1 | 15.0 | -8.6 | -8.6 | -1.6 | 61.6
NS(=O)(=O)c1ccc(CCNC(=O)CCc2nc3sc4c(c3c(=O)[nH]2)CCCC4)cc1 | -10.3 | 0.6 | -0.2 | 0.7 | 3.4 | -14.1 | x | 0.6 | -15.6 | -8.2 | -5.6
Cc1ccccc1-n1cc(C(=O)c2cc(Cl)ccc2O)cc(C#N)c1=O | 0.4 | 0.0 | -0.4 | -0.3 | 5.1 | -5.0 | 0.2 | 3.1 | -13.0 | 0.8 | -3.5
CC1CC(c2ccccc2)n2nc(N3C(=O)c4ccccc4C3=O)nc2N1 (configuration not stated) | 3.7 | 1.7 | 0.2 | 0.6 | 3.6 | -11.8 | -12.7 | -0.3 | -3.8 | -3.6 | -12.7
Cc1[nH]nc2c1C(c1ccc(-c3ccccc3C#N)o1)C(C#N)=C(N)O2 (configuration not stated) | -19.6 | 0.6 | x | -1.5 | -6.5 | -2.0 | -1.1 | -12.7 | 0.9 | -0.3 | -22.3
NC(=O)COC(=O)c1ccc(Cl)c(S(=O)(=O)N2CCN(c3ccc(F)cc3)CC2)c1 | -19.1 | 0.3 | 52.0* | 0.7 | 1.2 | -4.4 | -41.5 | -5.5 | 4.4 | -1.0 | 9.9
O=C(N/N=C\c1ccc(-c2cccc(Cl)c2)o1)C(=O)NC1CCCC1 | -3.7 | 0.4 | -2.4 | -1.1 | 2.3 | -14.1 | -38.1 | -7.8 | -2.8 | 0.0 | -7.3
O=c1c2ccccc2nnn1CSc1nc2ccccc2c(=O)n1Cc1ccco1 | -3.3 | -1.2 | -2.1 | 0.0 | -0.4 | 19.5 | 11.3 | -1.9 | -3.7 | 1.7 | 1.3
COc1cccc(/C=N/NC(=O)C(=O)Nc2ccccc2OC(F)(F)C(F)F)c1 | 13.4 | 2.3 | -3.1 | 0.1 | -4.1 | -15.1 | 7.5 | -1.4 | -16.8 | -2.7 | 15.3

Screens: PubChem, several laboratories
